TDP1 inh: TDP1 (human) enzyme inhibition | Potency, µM (series often up to 130 µM), without a hit: at the highest dose activity change, negative = inhibition, actives largely listed as inhibitors | actives 0.28% (n = 350,000) | AID 485290 | recombinant TDP1, AlphaScreen DNA substrate cleavage | Q9NUW8; further: nearly all actives have a fitted effect of over 40% in size
Target sequence (Q9NUW8 whole entry, looked up): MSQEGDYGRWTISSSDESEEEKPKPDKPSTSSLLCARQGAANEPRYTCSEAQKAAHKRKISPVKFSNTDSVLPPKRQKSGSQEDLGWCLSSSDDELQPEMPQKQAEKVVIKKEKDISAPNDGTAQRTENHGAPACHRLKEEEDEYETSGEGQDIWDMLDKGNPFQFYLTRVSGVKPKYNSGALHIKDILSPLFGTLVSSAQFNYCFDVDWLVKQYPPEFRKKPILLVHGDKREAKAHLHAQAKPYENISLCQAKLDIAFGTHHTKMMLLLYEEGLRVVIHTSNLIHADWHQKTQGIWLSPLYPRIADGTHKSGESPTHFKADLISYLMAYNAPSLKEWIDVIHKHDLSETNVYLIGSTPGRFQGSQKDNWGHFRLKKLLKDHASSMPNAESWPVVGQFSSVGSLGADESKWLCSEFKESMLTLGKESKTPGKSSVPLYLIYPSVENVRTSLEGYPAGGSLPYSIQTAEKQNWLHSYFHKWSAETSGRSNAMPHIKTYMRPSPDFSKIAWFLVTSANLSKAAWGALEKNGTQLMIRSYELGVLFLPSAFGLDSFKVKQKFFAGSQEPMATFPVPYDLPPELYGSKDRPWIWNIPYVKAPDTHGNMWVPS
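Signal: AlphaScreen proximity between streptavidin donor and anti-FITC acceptor beads on intact substrate. Reaction: Tdp1 1 nM, substrate 15 nM final, 5 min RT after 15 min compound preincubation.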
TDP1 cell noCPT: qHTS for Inhibitors of human tyrosyl-DNA phosphodiesterase 1 (TDP1): qHTS in cells in absence of CPT. DT40 Tdp1-/- hTDP1 cells, no CPT, ATP luminescence, 48 h. Potency, µM (doses to about 46.2 µM), for the others: at the top dose activity change, negative = growth inhibition, actives largely listed as inhibitors. actives 15% (n = 420,000); further: nearly all actives have a fitted effect of over 55% in size
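DT40 Tdp1-/-;hTDP1 cells, no CPT (DMSO vehicle only), 400 cells/well; compounds pin-transferred; ≥48 hr, 37 °C; CellTiter-Glo 30 min RT dark, luminescence read.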
KAT2A inh: GCN5L2 (KAT2A) acetyltransferase inhibition; Q92830; GCN5L2 HAT assay, ThioGlo1 CoA-SH fluorescence; Potency, µM (titrated, usually from 58.9 µM), for the others: top-dose activity change, negative = inhibition, most hits filed as inhibitors; actives 0.21% (n = 390,000)
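ThioGlo1-coupled HAT assay: 20nM GCN5L2, 70uM acetyl-CoA, 75uM H3(1-25) peptide, pH 7.5. Fluorescence read at 340/540nm at start and after 20 min at room temperature.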
* = called active by the depositor; u = inconclusive; x = no result given; & = joins results of further samples; [ ] = remark or other dose. The call rests on the fitted dose curve; in most records, active means well fitted curve in the direction sought with a large enough effect; inconclusive means small, poorly fitted or top-dose-only effect, or another doubt; inactive means no such curve, though single readings can be large; an effect the other way counts as inactive or inconclusive. On the % scale 0 is the no-effect control and ±100 the full control effect; potency means the concentration at half of the fitted maximal effect. Not all compounds are listed, so the mix of outcomes need not match the whole.

Below each SMILES: TDP1 cell noCPT	TDP1 inh	KAT2A inh
- COc1ccc(CC(=O)OCC(=O)c2c[nH]c3ccccc23)cc1
→ 10%	0%	-4%
- Cc1c(CCO)sc[n+]1CC(=O)OC12CC3CC(CC(C3)C1)C2
→ u	2%	-1%
- O=C1C2CCCN2C(=O)N1CCCN1CCN(c2ccc([N+](=O)[O-])cc2)CC1 (stereo unspecified)
→ -27%	x	-6%
- Cc1ccc(-c2nc3ccccc3n3nnnc23)cc1
→ 7.3µM*	1%	-21%
- CCOC(=O)C1=C(C)NC2=C(C(=O)c3ccccc32)C1c1cccc2ccccc12 (stereo unspecified)
→ 12µM*	x	-18%
- COc1cccc(/C=C/C(=O)c2ccc3c(c2)OCO3)c1OC
→ 18µM*	1%	-3%
- COc1cccc(C(=O)Nc2c(C(=O)N3CCN(c4ccc(F)cc4)CC3)oc3ccccc23)c1
→ u	-2%	-2%
- CC(Sc1nnc(CN2CCCC2)n1Cc1ccccc1)C(=O)Nc1ccc(F)cc1 (stereo unspecified)
→ -9%	2%	-19%
- Cc1ccc(NC(=O)c2c(C)oc3nc(C)nc(N4CCCC4)c23)c(C)c1
→ -10%	6%	-1%
- COc1ccc(OC)c(CN2CCC(C(=O)N3CCOCC3)CC2)c1
→ 1%	-6%	-4%
- CCOc1ccc(N(CC(=O)NC2CCCC2)C(=O)CCC(=O)Nc2nccs2)cc1
→ -24%	x	-4%
- COC(=O)c1c(C(=O)OC)c(-c2ccc(Br)cc2)n2c1CS(=O)C2 (stereo unspecified)
→ -6%	x	16%
- Cn1c(=O)n(C)c2cc([N+](=O)[O-])c(N3CCN(S(=O)(=O)c4ccc(C(C)(C)C)cc4)CC3)cc21
→ u	0%	-9%
- COC(=O)CCc1cccc(CCC(=O)OC)c1
→ -2%	x	-2%
- CCN1CCN(C2=C(NS(=O)(=O)c3ccccc3)C(=O)c3ccccc3C2=O)CC1
→ 16µM*	5%	-5%
- Cc1ccc2oc(C(=O)N(C)Cc3ccon3)c(C)c2c1
→ -43%	2%	-7%
- C[n+]1ccc(/C=C/c2ccc3ccccc3c2)cc1
→ u	7%	28µM*
- CN(CC(=O)NC(=O)NCc1ccco1)CC(=O)Nc1ccccc1Cl
→ 20%	0%	-9%
- CN(C(=O)CSc1nnc2n1CCCCC2)C1(C#N)CCCCC1
→ -9%	2%	3%
- C=CC[C@@H]1/C=C(\C)C[C@H](C)C[C@H](OC)[C@H]2O[C@@](O)(C(=O)C(=O)N3CCCC[C@H]3C(=O)O[C@H](/C(C)=C/[C@@H]3CC[C@@H](O)[C@H](OC)C3)[C@H](C)[C@@H](O)CC1=O)[C@H](C)C[C@@H]2OC
→ 3µM*	7%&6%	-11%&-27%&-22%
- COC(=O)c1sccc1NC(=O)Cn1cnc2c1c(=O)n(C)c(=O)n2C
→ u	0%	0%
- COc1ccc(NC(=O)CCN2C(=O)C3C4C=CC(C4)C3C2=O)cc1 (stereo unspecified)
→ 14%	-7%	0%
- COc1ccc(NC(=O)NS(=O)(=O)c2ccc(C)cc2)cn1
→ 0%	x	-13%
- O=C(NCc1ccccc1)c1onc(CSc2ccccn2)c1C(=O)NCc1ccccc1
→ -27%	1%	-3%
- COc1ccc(Nc2n[nH]c(N)c2C(N)=O)cc1
→ -11%	-1%	-2%
- CCN(CC)c1ccc2cc(-c3nc(-c4cccs4)no3)c(=O)oc2c1
→ u	-5%	0%
- Cc1cccc(-c2noc(-c3ccccc3C(=O)NCc3ccco3)n2)c1
→ 21µM*	x	-7%
- CCCN(CC(=O)Nc1ccccc1OC)C(=O)CN1C(=O)NC2(CCCCC2)C1=O
→ -17%	0%[56.1 µM]	2%
- C=CCc1ccc(OCC(O)CN2CCN(Cc3ccccc3)CC2)c(OC)c1 (stereo unspecified)
→ -1%	2%	-6%
- NC(=O)c1cc([N+](=O)[O-])c(Cl)cc1NCc1ccccn1
→ 26µM*	-3%	-3%
- CCN(CCCNC(=O)C1CCC(=O)N1Cc1ccc(F)cc1)c1cccc(C)c1 (stereo unspecified)
→ u	0%	2%
- Cc1ccc(S(=O)(=O)c2cn(CC(=O)Nc3cccc(C)c3)c3cc4c(cc3c2=O)OCO4)cc1
→ 1%	6%	-3%
- O=C(c1cccc([N+](=O)[O-])c1)N1CCN(c2ccc(Nc3ccccc3)nn2)CC1
→ 21µM*	5%	0%
- Cc1[nH]c2ccccc2c1C(=O)C(=O)N1CC(C)OC(C)C1 (stereo unspecified)
→ -8%	3%	2%
- COc1cccc(S(=O)(=O)NCc2ccc(C(=O)NCc3ccccn3)cc2)c1
→ 0.92µM*	1%	-27%
- CC(=O)c1c(C)[nH]c(C(=O)CSc2nnc(-c3ccco3)o2)c1C
→ 15µM*	8%	-9%
- CCOc1ccc(C(=O)Nc2nnc(S(=O)(=O)N3CCCCC3)s2)cc1
→ -4%	2%	-7%
- Cc1ccc2c(-c3ccc([N+](=O)[O-])cc3)cc(=O)[nH]c2c1
→ 6%	5%	-3%
- CCOc1ccc(NCC2CCOC(C)(C)C2)cc1 (stereo unspecified)
→ 4%	3%	-2%
- CCCCn1c(N)c(N(CC(C)C)C(=O)CSCC(=O)Nc2ccc(C)cc2)c(=O)[nH]c1=O
→ -2%	1%	4%
- CCCCN(C)CCNC(=O)c1cc2c(=O)n(C)c3ccccc3c2n1C
→ 23µM*	0%	-2%
- Cc1cc2c(SCC(=O)NCC3CCCO3)ncnc2s1 (stereo unspecified)
→ -19%	-2%	-6%
- Cc1ccc2nc3n(c(=O)c2c1)CCC3
→ -2%	5%	2%
- O=C(CSc1nnc(C2CC2)n1Cc1ccccc1)N1CCNC1=O
→ 3%	-1%	-7%
- COc1ccc(SC[C@H](Cc2ccccc2)N2CC[C@@H](C(C)(C)C)CCC2=O)cc1
→ u	-1%	-3%
- O=C(Nc1ccc(-c2ccc([N+](=O)[O-])cc2)cc1)c1ccccc1F
→ u	4%	-3%
- COc1ccc(OC)c(NC(=O)c2cc(S(=O)(=O)N3CCCCC3)c[nH]2)c1
→ u	x	2%
- O=C(CN1CCN(Cc2ccc(F)cc2Cl)C1=O)NCCc1ccccc1
→ u	-4%	-8%
- Nc1cc(=O)[nH]c2nnc(SCC(=O)Nc3cccc4ccccc34)n12
→ -11%	2%	-3%
- O=S(=O)(NN=C1CCCCCC1)c1ccccc1
→ 16%	6%	-15%
- CC(C)c1cc(C(=O)N2CCCC(N3CCN(c4ccc(F)cc4)CC3)C2)n(C)n1 (stereo unspecified)
→ u	x	u
- Cc1ccc(-c2nnc(Nc3cccc(Br)c3)c3ccccc23)cc1S(=O)(=O)NCC1CCCO1 (stereo unspecified)
→ 12µM*	x	-8%
- CCCCn1c(N)c(N(CCOC)C(=O)c2ccc3c(c2)OCCO3)c(=O)[nH]c1=O
→ 9%	7%	0%
- COc1ccccc1N1CCN(C(=O)c2ccccc2Oc2ccccc2)CC1
→ u	-1%	-1%
- CC1(NC(=O)Cc2c(F)cccc2Cl)CCS(=O)(=O)C1 (stereo unspecified)
→ 1%	0%	0%
- CN(Cc1cccs1)C(=O)CNC(=O)c1ccco1
→ 11%	4%	-4%
- O=C(c1cc(COc2ccc(F)cc2F)on1)N1CC2C[C@@H]3CC1C[C@H](C2)C3
→ 2.6µM*	0%	-8%
- CC(C)C(C(=O)NCc1ccco1)N(C(=O)CNS(=O)(=O)c1ccccc1)c1ccccc1 (stereo unspecified)
→ -7%	5%	0%
- CC(C)(C)c1nc(SCC(=O)Nc2ccc3c(c2)OCCO3)c2ccccc2n1
→ u	7%	-7%
- CC(C)(C)CC(=O)Nc1nnc(SCC(=O)NCc2cccs2)s1
→ -22%	6%	-11%

Looked up above:
KAT2A inh, O=C(CN1CCN(Cc2ccc(F)cc2Cl)C1=O)NCCc1ccccc1 reads -8%
KAT2A inh, O=S(=O)(NN=C1CCCCCC1)c1ccccc1 reads -15%
TDP1 cell noCPT, CCOc1ccc(NCC2CCOC(C)(C)C2)cc1 (stereo unspecified) reads 4%
TDP1 cell noCPT, CN(Cc1cccs1)C(=O)CNC(=O)c1ccco1 reads 11%
TDP1 inh, CC(C)(C)CC(=O)Nc1nnc(SCC(=O)NCc2cccs2)s1 reads 6%
TDP1 inh, CC(=O)c1c(C)[nH]c(C(=O)CSc2nnc(-c3ccco3)o2)c1C reads 8%
TDP1 cell noCPT, Cc1cc2c(SCC(=O)NCC3CCCO3)ncnc2s1 (stereo unspecified) reads -19%

In a second layout: entries from further up.
> Nc1cc(=O)[nH]c2nnc(SCC(=O)Nc3cccc4ccccc34)n12
  TDP1 cell noCPT: -11%
  TDP1 inh: 2%
  KAT2A inh: -3%

> O=S(=O)(NN=C1CCCCCC1)c1ccccc1
  TDP1 cell noCPT: 16%
  TDP1 inh: 6%
  KAT2A inh: -15%

> Cc1ccc(S(=O)(=O)c2cn(CC(=O)Nc3cccc(C)c3)c3cc4c(cc3c2=O)OCO4)cc1
  TDP1 cell noCPT: 1%
  TDP1 inh: 6%
  KAT2A inh: -3%

> CC(=O)c1c(C)[nH]c(C(=O)CSc2nnc(-c3ccco3)o2)c1C
  TDP1 cell noCPT: 15µM*
  TDP1 inh: 8%
  KAT2A inh: -9%

Next part
Below each SMILES: TDP1 cell noCPT	TDP1 inh	KAT2A inh
- Cc1ccc(-c2nc3c(cnn3-c3ccccc3)c(=O)n2-c2cccc(Cl)c2)cc1
→ 13µM*	2%[12.3 µM]	-5%
- COc1cc2nc(SCc3ccc(Cl)cc3Cl)n(Cc3cccs3)c(=N)c2cc1OC
→ u	4%	-11%
- Cc1ccc(C2N(c3ccc(Cl)cc3)C(=O)N3CCCN23)cc1 (stereo unspecified)
→ 15µM*	3%	0%
- CCN(C(=O)COC(=O)/C=C/c1ccc(OC(F)F)c(OC)c1)C1CCS(=O)(=O)C1 (stereo unspecified)
→ -8%	0%	-1%
- O=C(c1ccco1)N1CCN(C(=O)c2cnn(-c3ccc(Cl)cc3)c2C2CCNCC2)CC1
→ 0%	1%	-21%
- CCOC(=O)C1=C(C)N=C2c3ccccc3C(=O)C2C1c1ccc(Cl)cc1 (stereo unspecified)
→ u	12%	-8%
- Cc1ccc(C(=O)Nc2cccc(C(=O)NCc3ccccc3)c2)o1
→ -25%	-1%	0%
- COc1cc(CNC(=O)c2ccc(NC(=O)N3CCCCc4ccccc43)cc2)cc(OC)c1OC
→ 10µM*	6%	-7%
- Cc1ccccc1NC(=O)Nc1nnc(N(C)Cc2ccccc2)s1
→ 16µM*	6%	-7%
- CCC(c1nnc(SCC(=O)Nc2nnc(-c3ccccc3)o2)o1)N(C)C (stereo unspecified)
→ -6%	-2%	-1%
- CCNC(=O)C1CC(=O)N(Cc2ccc(F)cc2)C(=Nc2ccc(OC)cc2)S1 (stereo unspecified)
→ u	2%	-11%
- Nc1nc(-c2cccc(NS(=O)(=O)c3ccccc3)c2)cs1
→ u	-4%	-8%
- N/C(=N/O)c1nc(N2CCCCC2)nc(N2CCCCC2)n1
→ u	2%	-6%
- CC(=O)c1ccc(NC(=O)C2=CC(c3ccc4c(c3)OCO4)=NS(=O)(=O)N2C)cc1
→ u	4%&3%	5%&-5%
- C(#CCN1CCOCC1)COCCOC(c1ccccc1)c1ccccc1
→ -16%	3%	1%
- O=C(Nc1c(C(=O)N2CCOCC2)cnn1-c1ccccc1)c1cccc(F)c1
→ -24%	4%	-13%
- CCn1cc(C(=O)NCc2ccccc2OC)c(=O)c2cc(S(=O)(=O)N3CCCCC3)ccc21
→ u	0%	-12%
- On1nnc2ccccc21
→ 13%	x	-10%
- COc1cc(OC)cc(-c2nnc(SCC(=O)NCc3cccs3)o2)c1
→ -19%	8%	-12%
- CN1CCN(c2oc(-c3ccc(COc4ccc(Cl)cc4)o3)nc2C#N)CC1
→ u	11%	-11%
- COc1ccccc1OC(C)C(=O)N1CCN(Cc2ccc3c(c2)OCO3)CC1 (stereo unspecified)
→ 2%	10%	-10%
- COc1ccc(CN2CCC(C(=O)N3CCN(c4ccccc4F)CC3)CC2)cc1OC
→ -24%	x	-2%
- Cn1c(SC2CCCCC2=O)nnc1-c1ccncc1 (stereo unspecified)
→ -17%	-10%	2%
- C#CCN(C(=O)c1ccc(OC)c(OC2CCN(C(C)C)CC2)c1)C1CCCCC1
→ -20%	0%	3%

Compound activity deposited in PubChem by National Center for Advancing Translational Sciences (NCATS).
